Screening results from PubChem.
M1 ag: M1 muscarinic receptor agonists, primary screen, CHO-M1 cells, Fluo-4 calcium, agonist mode | B-score at 10 µM | 64,000 compounds, 3% hits | Fluo-4 calcium fluorescence; active compounds read high | AID 626, 2007;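 active = fluorescence rise, raw or as B-score row- and column-corrected plate score, outside the 99.7% band of its plate's samples, either direction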
HER2 expr 66K: inhibitors of Her2 protein expression, primary screen, SKBR-3 cells, AlphaScreen, 66K library. SKBR-3 HER2 protein level, 18-24 h; active compounds read low. HER2 level % of control, % at 10 µM. 65,000 compounds, 0.69% hits. AID 645, 2007;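 active = HER2 level under 5% of the carrier-only control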;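 note: 100% = DMSO carrier and 0% = 500 nM PU-H71 HSP90 inhibitor; lower value means stronger loss of Her2 protein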
M1 antagonist: antagonists of rat M1 muscarinic receptor; B-score at 10 µM; AID 628, 2007; 64,000 compounds, 3.4% hits; CHO-M1 cells, Fluo-4 calcium, ACh EC80 antagonist mode; active compounds read low;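 active = calcium fluorescence response, raw or row-and-column corrected B-score, differing from the plate sample mean either way at a set confidence level, mostly lower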
Target sequence (P08482 whole entry, looked up): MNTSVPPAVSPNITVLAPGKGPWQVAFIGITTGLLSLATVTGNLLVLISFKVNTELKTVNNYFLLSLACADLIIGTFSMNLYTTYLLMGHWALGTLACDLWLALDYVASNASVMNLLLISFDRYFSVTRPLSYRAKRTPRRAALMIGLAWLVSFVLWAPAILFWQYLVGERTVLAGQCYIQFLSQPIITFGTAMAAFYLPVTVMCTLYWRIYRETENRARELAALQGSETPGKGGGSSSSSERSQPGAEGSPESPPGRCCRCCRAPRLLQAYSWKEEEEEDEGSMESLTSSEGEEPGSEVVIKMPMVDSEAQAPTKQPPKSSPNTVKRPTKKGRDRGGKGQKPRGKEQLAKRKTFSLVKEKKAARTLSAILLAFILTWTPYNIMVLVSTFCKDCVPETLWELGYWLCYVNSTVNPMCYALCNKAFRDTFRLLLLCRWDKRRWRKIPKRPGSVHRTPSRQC
HEK293 NFkB inh: inhibitors of PMA/ionomycin-induced NF-kB reporter, primary screen, antigen receptor NF-kB inhibitor project, cell-based, HEK-293 luciferase reporter, luminescence; HEK-293 NF-kB luciferase reporter; inhibition, % at 3 µM; 62,000 compounds, 0.21% hits; AID 465, 2006;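 active = inhibition above the mean of all tested compounds plus 3 SD, cut at about 40% in these data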;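 note: 0% = stimulated DMSO wells and 100% = 10 µM reference inhibitor 5653914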
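Signal: luciferase luminescence; Material: HEK-293 cells with stable firefly luciferase reporter driven by four HIV NF-kB elements; Probe or stimulus: PMA with ionomycin; Replication: tested once; Times: 1 h compound pretreatment, then 16 h stimulation at 37 °C, 5% CO2; Benchmarks: DMSO and 10 µM reference inhibitor; Evaluation: per-plate % inhibition versus controls.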
S1P3 agonist: human S1P3 receptor agonists, primary screen, cell-based, primary and confirmation, NFAT-BLA reporter; Sphingosine 1-phosphate receptor 3 (Homo sapiens), Q99500; S1P3 NFAT-BLA reporter cells, agonism, FRET ratio; relative to 1 µM S1P, basal subtracted; activation, % at 4.5 µM; 60,000 compounds, 0.1% hits; AID 373, 2006;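 active = activation above the screen-wide mean plus 3 SD, cut at about 4.5% in these data, passing the limit was not always enough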; note: some compounds called inactive have numbers as strong as hits
Target sequence (Q99500 whole entry, looked up): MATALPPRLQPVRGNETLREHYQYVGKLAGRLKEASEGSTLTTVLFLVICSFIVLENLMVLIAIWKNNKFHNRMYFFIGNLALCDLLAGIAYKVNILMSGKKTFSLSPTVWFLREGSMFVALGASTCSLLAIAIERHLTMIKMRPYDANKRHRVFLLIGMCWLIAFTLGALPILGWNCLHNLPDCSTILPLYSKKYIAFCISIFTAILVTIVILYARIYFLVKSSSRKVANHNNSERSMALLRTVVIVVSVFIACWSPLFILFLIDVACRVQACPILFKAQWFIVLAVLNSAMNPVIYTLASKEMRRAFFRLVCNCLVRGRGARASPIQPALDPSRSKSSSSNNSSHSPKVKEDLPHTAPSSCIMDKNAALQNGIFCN
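Measure – % activation relative to 1 µM S1P (100%), per plate · System – stable CHO line with human S1P3, Gα16, NFAT-BLA reporter · Timing – cells plated overnight, compound 4 h 37 °C, substrate 2 h RT · Technique – fluorescent BLA substrate, ex 405 nm, em 460/535 nm ratio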
HTR1E agonist: 5-HT1E receptor agonists, primary screen, cell-based, HTS; CHO 5-HT1E Ga15 NFAT-bla reporter, FRET; 0% DMSO wells, 100% control agonist wells; 65,000 compounds, 0.69% hits; activation, % at 6 µM; 5-hydroxytryptamine receptor 1E (Homo sapiens), P28566; AID 574, 2007;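 active = activation above a set limit, the screen-wide mean activation plus 3 SD, cut at about 8.5% in these data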;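 note: 100% = positive control agonist at 1 µM giving full maximal response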
Jurkat viability: cytotoxicity toward Jurkat T cells, primary screen, cytotoxicity control, cell-based, Jurkat E6.1, 60K MLSMR library; Jurkat E6.1 viability, ATP luminescence, 48 h; inhibition, % at 4 µM; 56,000 compounds, 1.2% hits; AID 463, 2006;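 active = inhibition above the mean inhibition of all tested compounds plus 3 SD, cut at about 28% in these data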
HTR1E antagonist: 5-HT1E receptor antagonists, primary screen, cell-based, HTS | 5-hydroxytryptamine receptor 1E (Homo sapiens), P28566 | CHO 5-HT1E Ga15 NFAT-bla reporter, FRET, antagonist | inhibition, % at 6 µM | 65,000 compounds, 0.99% hits | AID 571, 2007;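 active = inhibition above a set limit, the mean inhibition across every tested compound plus 3 SD, cut at about 29% in these data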;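 note: signal is the 460 over 535 nm emission ratio of beta-lactamase substrate; 0% = agonist plus DMSO wells and 100% = wells without agonist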
S1P1 ag-PAM: S1P1 agonists and agonism potentiators, primary screen, cell-based, primary and confirmation screens, CRE-bla reporter. Sphingosine 1-phosphate receptor 1 (Homo sapiens), P21453. S1P1 CRE-bla cells, forskolin, beta-lactamase FRET, potentiator mode; S1P1 agonist co-added at EC20, 2 nM; 100% = saturating reference agonist, 0% = basal. activation, % at 9.5 µM. 56,000 compounds, 0.57% hits;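 active = activation above a cutoff set at the mean activation of all tested compounds plus 3 SD, cut at about 54% in these data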;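 note: forskolin at 4 µM as EC80 and the EC20 agonist is SEW2871; 100% = SEW2871 at its EC100 plus forskolin at EC80; some compounds past the cut are filed as inactive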
An asterisk follows results filed as active; . = no result given.

SMILES	M1 ag	HER2 expr 66K	M1 antagonist	HEK293 NFkB inh	S1P3 agonist	HTR1E agonist	Jurkat viability	HTR1E antagonist	S1P1 ag-PAM
COCC(C)n1c(C)cc(C(=O)CSc2nc3ccccc3c(=O)[nH]2)c1C (centres undefined)	2.8*	74	0.74	-4	-0.2	0.1	15	-3	42
Cn1c(=O)c2ncn(CC(=O)Nc3ccc4oc(-c5cccc6ccccc56)nc4c3)c2n(C)c1=O	0.27	99	0.52	22	-1.0	-0.4	-3	1	-6
O=C(CN1C(=O)C2CCCN2C(=O)c2ccccc21)Nc1ccccc1-n1cccc1 (centres undefined)	.	98	.	12	-0.5	0.4	4	-4	1
CCCCCOC(=O)c1ccccc1C(=O)O	3*	69	-0.33	15	-0.9	-0.7	1	1	22
O=C(Nc1c2c(nn1-c1ccc(F)cc1)CS(=O)(=O)C2)C12CC3CC(CC(C3)C1)C2	-0.25	121	0.062	0	.	0.4	.	6	.
COc1ccc(-c2cc(C(F)(F)F)n3nc(C(=O)O)cc3n2)cc1OC	-0.89	96	0.2	17	-0.6	0.7	0	-2	-34
O=C(O)c1ccc(OCc2occc2C(=O)O)cc1	0.57	87	0.12	2	1.4	-0.5	-5	-2	-16
Cn1c(C(=O)NCCC2=CCCCC2)cc2c(=O)n3ccccc3nc21	0.12	104	0.037	5	0.8	0.5	2	11	-71
CSCc1nnc(NC(=O)c2ccc(S(=O)(=O)N(CC(C)C)CC(C)C)cc2)o1	-0.86	80	0.44	20	-0.1	0.2	88*	-7	17
Cc1ccc(S(=O)(=O)c2cc3c(=O)n4ccccc4nc3n(C)c2=N)cc1	5.1*	113	-0.015	.	3.6	3.9	.	-30	-13
CCN1CCN(C(c2ccccc2)c2nnnn2CCc2ccc(OC)c(OC)c2)CC1 (centres undefined)	-0.49	78	0.013	0	0.2	-1.1	2	2	-20
Cc1c(Cl)cccc1NC(=O)c1cc(C2CC2)on1	-0.065	108	-0.077	-10	-0.7	-0.3	0	2	23

Structures above that bear a hit mark in M1 ag:
Compound | M1 ag | HER2 expr 66K | M1 antagonist | HEK293 NFkB inh | S1P3 agonist | HTR1E agonist | HTR1E antagonist | S1P1 ag-PAM
COCC(C)n1c(C)cc(C(=O)CSc2nc3ccccc3c(=O)[nH]2)c1C (centres undefined) | 2.8* | 74 | 0.74 | -4 | -0.2 | 0.1 | -3 | 42
CCCCCOC(=O)c1ccccc1C(=O)O | 3* | 69 | -0.33 | 15 | -0.9 | -0.7 | 1 | 22
Cc1ccc(S(=O)(=O)c2cc3c(=O)n4ccccc4nc3n(C)c2=N)cc1 | 5.1* | 113 | -0.015 | . | 3.6 | 3.9 | -30 | -13

Additional structures follow:
SMILES	M1 ag	HER2 expr 66K	M1 antagonist	HEK293 NFkB inh	S1P3 agonist	HTR1E agonist	Jurkat viability	HTR1E antagonist	S1P1 ag-PAM
Cn1c(NC(=O)C(C)(C)Oc2ccc(Cl)cc2)cc(=O)n(C)c1=O	-0.45	119	-0.032	8	-1.5	-0.3	2	2	-23
CC1(C)OC(=O)N(c2cccnc2)C1(C)O (centres undefined)	1.6	83	-0.061	13	-0.6	-0.3	-2	-17	-20
CCCOC(=O)c1ccc(Nc2cc(C)nc3ncnn23)cc1	-0.21	75	0.63	23	0.0	0.4	1	-17	-8
COC(=O)c1coc(-c2ccc(C)cc2)c1C(=O)OC	0.05	69	-1.9	8	-1.6	-0.1	3	-7	.
COc1ccc(C)cc1NC(=O)C1CCCN(S(=O)(=O)c2c(C)noc2/C=C/N(C)C)C1 (centres undefined)	-3.2	77	0.68	14	-0.1	0.2	4	-1	-21
Cc1cccc(-n2nnc(C(=O)NC3CCCc4ccccc43)c2N)c1 (centres undefined)	-1.3	95	0.51	5	-1.2	-0.3	12	0	12
COC(=O)c1c(-c2ccc(OC)c(OC)c2)csc1N	-1.8	91	0.16	5	0.4	0.1	-8	-5	-8
CCOc1ccc(N2CC(C(=O)Nc3ccc(S(=O)(=O)N4CCOCC4)cc3)CC2=O)cc1 (centres undefined)	-0.1	110	-0.2	23	0.8	0.2	-3	-8	-3
CCOc1ccc(C2CC(c3ccccc3C)n3ncnc3N2)cc1 (centres undefined)	-1.2	104	0.54	-16	-0.6	-0.1	-12	-2	13
O=C(NCC(=O)N(CCc1ccccc1)C(C(=O)NC1CCCCC1)c1ccncc1)c1ccco1 (centres undefined)	0.66	113	0.066	9	-0.3	0.2	-4	1	2
O=C(c1ccc2c(c1)OCO2)N1CCN(c2ccc(F)cc2)CC1	3.4	80	0.19	8	0.2	-1.2	-4	-5	-12
Cc1cccc(Nc2nc(N)nc(CN3CCN(c4ccccc4F)CC3)n2)c1	1.8	106	-0.59	8	0.2	-0.1	0	2	11
Cc1ccc2cc(CN(C(=O)C3CCCO3)C3CCCCC3)c(=O)[nH]c2c1 (centres undefined)	-1.2	94	0.057	0	0.8	0.8	-7	-8	-30
O=C(CCS(=O)(=O)c1ccc(Br)cc1)NCc1cccs1	0.32	87	-0.46	-10	-1.1	-0.1	-2	1	-10
O=C(c1ccc(NC(=O)C2(c3ccccc3)CCOCC2)cc1)N1CCOCC1	-0.043	85	-0.17	2	-1.2	-0.4	1	-5	6
Cc1cc(NC(=O)CCC(=O)N(c2ccccc2)C(C(=O)NC2CCCC2)c2ccncc2)no1 (centres undefined)	0.16	149	0.21	13	-0.2	-0.8	1	19	2
COc1ccc2c(CC(=O)OCC(=O)Nc3ccc4c(c3)OCO4)coc2c1	-0.7	88	0.89	16	0.1	0.8	-4	-4	8
COc1ccc(OC)c(C2C(C(=O)c3cc4ccccc4o3)=C(O)C(=O)N2c2cc(C)on2)c1 (centres undefined)	-0.88	95	-0.18	11	-0.3	1.2	-1	-3	20
Cc1ccccc1OCC1CN(CN2CCOCC2)C(=O)O1 (centres undefined)	0.81	122	-0.24	22	-1.0	-0.3	-7	5	10
CN(CCCNC(=O)C1CCN(S(=O)(=O)c2cccc3nsnc23)CC1)Cc1ccccc1	1	87	-2.1	-2	0.8	-0.3	-4	-5	-15
CC(C)c1nnc(NC(=O)CCS(=O)(=O)c2nc(-c3cccs3)cc(C(F)(F)F)n2)s1	-0.61	-19*	-1.2	6	-1.1	0.2	23	14	18
COC(=O)c1ccccc1NC(=O)CSc1nnnn1C1CCCCC1	0.18	198	0.019	2	-1.1	-1.0	1	-2	5
Cc1cccc(NC(=O)C2CCCN(C(=O)Nc3ccccc3)C2)c1C (centres undefined)	-0.11	145	-1.3	5	-0.5	88*	-9	5	1
CC(C)(C)c1cc(NC(=O)c2cccnc2)no1	0	123	-0.14	-1	-0.8	0.5	-6	0	-8
CSc1nc(C)c(Oc2ccccc2)c(=O)n1C	-0.17	107	0.68	-5	-0.1	0.6	4	-11	.
Cc1ccc(C(C)C)c(OCC(O)CN2CCOCC2)c1 (centres undefined)	0.29	122	-0.62	4	-0.8	-0.1	-6	-11	-2
CN(C)c1ccc(C2N(C(=O)N3CCOCC3)CCN2S(=O)(=O)c2ccccc2)cc1 (centres undefined)	0.54	64	0.36	5	-1.1	-0.3	-8	8	-2
COc1ccc(NC(=O)C2CCCCN2S(=O)(=O)c2ccc(F)cc2)c(OC)c1 (centres undefined)	0.062	103	-0.59	12	-0.9	0.0	1	3	20
Cc1ccccc1Cn1cc(NC(=O)c2noc3c2CC(C(C)(C)C)CC3)cn1 (centres undefined)	-0.8	106	0.071	-1	-1.2	2.5	4	-3	-5
COC(=O)c1ccc(CS(=O)(=O)c2ccccc2C)o1	-0.31	109	-0.67	-4	0.5	0.5	-1	0	4
CC(C)c1ccc(O)c(N)c1	0.53	91	-2.6*	.	-2.9	0.3	.	7	-3
CCn1c(SCC(=O)c2[nH]c(C)c(C(C)=O)c2C)nnc1-c1cccs1	-0.9	121	-0.56	11	0.6	-0.8	17	-1	8
CC1CC(C(F)(F)C(F)(F)F)n2nc(C(=O)O)cc2N1 (centres undefined)	0.0064	94	0.043	8	-0.2	0.2	1	-9	-10
O=c1c2ccccc2nc2n1CCC2	0.0055	89	-0.096	0	-0.5	-0.6	4	-3	7
O=C(COc1ccc(S(=O)(=O)NC2CCCCC2)cc1Cl)NCc1cccnc1	-0.058	104	0.2	16	-0.6	0.1	2	-6	-3
CCOC(=O)N1CCC(c2nc(C)sc2C(=O)O)CC1	-0.041	85	-0.43	5	-0.8	-0.3	-2	-2	13
Cc1ccc(CN2C(=O)CCC2C(=O)NC2CCCC2)cc1 (centres undefined)	0.034	84	0.042	10	0.3	-0.8	10	6	-5
c1ccc(Oc2nc(NCc3ccco3)nc(NCc3ccco3)n2)cc1	0.1	68	-0.17	22	0.9	-0.2	10	8	13
COc1ccc(NCc2nnc(SCC(=O)Nc3cc(C(F)(F)F)ccc3Cl)o2)cc1	-0.64	93	0.7	9	-0.7	-0.3	6	7	9
COc1ccc(C2N(c3cc(Cl)ccc3OC)C(=O)C3CCCN32)c(OC)c1 (centres undefined)	-0.22	85	0.41	-2	-0.2	0.0	-1	4	-16
COc1cccc(S(=O)(=O)Nc2ccc(C(=O)NCc3ccco3)cc2)c1	.	83	.	-1	-0.5	0.0	10	11	.
COc1ccc(CN2CCN(c3ccccn3)CC2)c(OC)c1	.	89	.	10	-1.4	11*	2	-6	-25
COc1ccc(-c2noc(N(C)CC(=O)Nc3cccc(C(F)(F)F)c3)n2)cc1	-0.88	97	-0.15	2	-1.5	-0.2	-2	10	25
CCN1C(=O)CC(C(=O)O)SC1=Nc1ccc(OC)cc1 (centres undefined)	-0.36	107	0.61	5	-0.1	-0.3	0	0	-8
CCC(=O)Nc1ccc(NC(=O)c2ccccn2)cn1	0.036	98	0.18	-17	-1.0	0.2	1	-3	17
Cc1ccc(Cn2ncc3c(NCCCN4CCOCC4)ncnc32)cc1	0.32	94	-0.023	18	-0.7	-0.7	-13	6	-9
c1cncc(-c2nc(NCc3ccco3)c3ccccc3n2)c1	1.4	54	-2.7*	-2	-0.4	0.3	-4	-2	.
CC(=O)Nc1cccc(NC(=O)CSc2nnc(Cc3cccn3C)n2-c2ccc(F)cc2)c1	0.12	98	1	3	-0.5	1.9	6	-9	-20
Cc1cc(S(=O)(=O)N2CCN(c3ccccc3C)CC2)ccc1F	-0.65	89	0.41	8	-1.2	0.0	3	17	25
O=C(O)C1CCCCC1C(=O)NCCc1ccc(Cl)cc1 (centres undefined)	-0.65	108	0.41	2	0.5	21*	-3	-13	-2
